# Screening results as filed in PubChem BioAssay.
# IMPase Li cell = cell-permeable IMPase inhibitors with lithium potentiation | CHO-M1 cells, IP1 TR-FRET (IP-One), carbachol + lithium | Potency, µM (series often up to 59.4 µM), for the others: at the top dose activity, negative = IMPase inhibition, actives largely listed as inhibitors | 210,000 tested, 0.35% active | AID 1457;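 further: IP1 builds up when IMPase is blocked and the TR-FRET signal falls; potency means the concentration at half of the fitted maximal effect; plate controls were basal vehicle for no effect and high inhibitor control for full effect; nearly all actives have a fitted effect of over 50% in size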
#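 Test compounds were applied to CHO-M1 cells previously cultured for 16–30 h at 2000 per well. A small lithium amount accompanied them; after 30 min at 37C, IP1 was quantified by TR-FRET.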
# KinaseGlo FLuc = counter-screen: inhibitors of Kinase-Glo firefly luciferase; Q27757; Kinase-Glo luciferase, ATP luminescence, 8 min; Potency, µM (top dose mostly 38.3 µM), inactives show at the highest dose activity change, negative = inhibition, usual class: inhibitors; 200,000 tested, 0.28% active; further: potency means the concentration at half of the fitted maximal effect; on the % scale 0 is the no-effect control and ±100 the full control effect; nearly all actives have a fitted effect of over 60% in size
#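 Inhibition of Kinase-Glo luciferase light generation was assessed at 10 uM ATP in pH 7.2 imidazole buffer, with luminescence measured after eight minutes at ambient temperature.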
# CBFb RUNX1 block = inhibitors of human CBF-beta and RUNX1 interaction. Q01196+Q13951. AlphaScreen CBFb-His/RUNX1-biotin binding, biochemical. Potency, µM (top dose mostly 59.8 µM), for inactives: at the highest dose activity, negative = inhibition, hits mostly inhibitors. 230,000 tested, under 10 active; further: % of control where 0% means no effect
# Target sequence (Q01196 whole entry, looked up): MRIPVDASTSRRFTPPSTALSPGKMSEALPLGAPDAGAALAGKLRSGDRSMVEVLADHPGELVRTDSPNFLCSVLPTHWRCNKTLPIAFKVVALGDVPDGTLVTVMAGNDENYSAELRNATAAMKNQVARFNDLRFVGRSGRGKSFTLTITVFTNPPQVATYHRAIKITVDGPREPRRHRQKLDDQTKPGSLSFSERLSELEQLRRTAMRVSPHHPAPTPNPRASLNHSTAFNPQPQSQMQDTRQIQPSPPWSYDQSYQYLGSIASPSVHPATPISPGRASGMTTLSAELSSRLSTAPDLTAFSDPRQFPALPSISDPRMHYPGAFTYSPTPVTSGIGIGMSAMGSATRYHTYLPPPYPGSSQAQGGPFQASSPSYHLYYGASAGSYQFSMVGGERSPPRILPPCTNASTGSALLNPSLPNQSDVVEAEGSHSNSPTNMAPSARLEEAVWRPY
# Target sequence (Q13951 whole entry, looked up): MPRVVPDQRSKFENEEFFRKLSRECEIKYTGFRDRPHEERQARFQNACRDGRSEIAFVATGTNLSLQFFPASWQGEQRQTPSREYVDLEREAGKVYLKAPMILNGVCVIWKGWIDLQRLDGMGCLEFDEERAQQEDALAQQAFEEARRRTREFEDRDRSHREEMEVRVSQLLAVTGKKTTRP
#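 Inhibition was taken as any reduction in AlphaScreen signal from the CBF-beta–RUNX1 pair (His and biotin tags, 30 nM each), measured after compound (15 min) and bead (90 min) incubations at room temperature.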
# HttQ103 aggreg = reduces HttQ103-GFP aggregates in PC12 cells; PC12 HttQ103-GFP aggregates, Acumen cytometry, 40 h; 220,000 tested, 1.1% active; AID 1688; Potency, µM (top dose mostly 46.1 µM), for inactives: at the top dose activity change, negative = inhibition, actives largely listed as inhibitors; further: potency means the concentration at half of the fitted maximal effect; on the % scale 0 is the no-effect control and ±100 the full control effect; nearly all actives have a fitted effect of over 60% in size
#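 PC12 cells with ecdysone-inducible HTT exon1 Q103-GFP, induced by 100 nM tebufenozide, given compounds in a concentration series. GFP aggregates (1–25 um, 6 SD above background) counted in lysates by laser-scanning cytometry, 488 nm excitation.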
# Epigenetic derep = derepresses silenced GFP reporter in murine cells; Potency, µM (doses to about 53.9 µM), inactives show at the highest dose GFP activation, actives largely listed as activators; 280,000 tested, 0.2% active; murine LDR cells, GFP reporter derepression, 30 h; further: potency means the concentration at half of the fitted maximal effect; % of control where 0% means no effect; nearly all actives have a fitted effect of over 60% in size
#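 Murine LDR cells bearing a silenced CMV-driven GFP reporter were exposed to compound for 30 h at 37 C. After PBS washes, GFP-positive cells (20-120 um objects) counted by laser-scanning microplate cytometry.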
# NPSR antagonist = neuropeptide S receptor (human) antagonism, cAMP; Q6W5P4; CHO-NPSR cells, cAMP TR-FRET, antagonist mode; Potency, µM (series often up to 38.3 µM), for the others: at the highest dose activity change, negative = inhibition, hits mostly inhibitors; 220,000 tested, 1% active; AID 1461; further: potency means the concentration at half of the fitted maximal effect; on the % scale 0 is the no-effect control and ±100 the full control effect; nearly all actives have a fitted effect of over 50% in size; many of its hits are not listed in these tables
# Target sequence (Q6W5P4 whole entry, looked up): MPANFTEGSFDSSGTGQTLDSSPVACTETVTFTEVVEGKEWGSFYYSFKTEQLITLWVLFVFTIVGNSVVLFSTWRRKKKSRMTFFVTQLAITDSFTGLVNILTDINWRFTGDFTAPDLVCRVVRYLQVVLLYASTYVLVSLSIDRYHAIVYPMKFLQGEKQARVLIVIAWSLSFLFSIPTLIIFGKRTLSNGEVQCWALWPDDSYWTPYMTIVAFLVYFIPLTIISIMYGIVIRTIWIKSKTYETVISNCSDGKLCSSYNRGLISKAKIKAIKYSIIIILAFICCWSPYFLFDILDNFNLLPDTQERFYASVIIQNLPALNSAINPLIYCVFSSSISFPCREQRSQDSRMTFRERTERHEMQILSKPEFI
# Lamin A splicing = changes lamin A minigene splicing in HeLa cells; HeLa LMNA splicing GFP/RFP minigene ratio, 48 h; Potency, µM (titrated, usually from 46.1 µM), for inactives: at the highest dose ratio change, negative = inhibition, hits mostly inhibitors; 200,000 tested, 0.01% active; active means well fitted inhibition curve with a large enough effect in the signal ratio, with a control signal flat, not every such curve was filed as active; inconclusive means small, poorly fitted or top-dose-only effect, or effect the other way, or a change in a side signal; the % refers to the signal ratio; further: potency means the concentration at half of the fitted maximal effect; on the % scale 0 is the no-effect control and ±100 the full control effect
#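 Read-out is the ratio of GFP to DsRed2 object intensity, acquired by 488 nm laser-scanning cytometry on HeLa lamin A-EGFP minigene reporter cells. Compound incubation 48 hrs at 37 °C in Opti-MEM with 2% FBS; DMSO 0.5% final.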
# The depositor's hits bear a star; u = inconclusive; x = no result given; & = joins results of further samples; [ ] = another dose, or the depositor's remark. Unless noted, the call rests on the fitted dose curve; in most records, active means well fitted curve in the direction sought with a large enough effect; inconclusive means small, poorly fitted or top-dose-only effect, or another doubt; inactive means no such curve, though single readings can be large; an effect the other way counts as inactive or inconclusive. A portion of the library; count on the stated rates, not on these rows.
SMILES,IMPase Li cell,KinaseGlo FLuc,CBFb RUNX1 block,HttQ103 aggreg,Epigenetic derep,NPSR antagonist,Lamin A splicing
O=C(COc1ccc(S(=O)(=O)NC2CCCCC2)cc1)NCCC1=CCCCC1,9%,1%,-1%,-27%,2.0%,-38%,2%
CCOC(=O)Cc1c(C)nc2cc(-c3ccc(C(C)(C)C)cc3)[nH]n2c1=O,21%[38.3 µM],0%,-1%,0%,0.0%,-8%[46.1 µM],-7%
CC(/C=C/c1cccc([N+](=O)[O-])c1)=N\NC(=O)c1ccncc1,-3%,-2%,-13%,-5%,-1.2%,-11%,-13%
Cn1c(N)c(C(=O)COC(=O)CCCc2nc3ccccc3s2)c(=O)n(C)c1=O,10%,0%,-3%,-5%,-0.2%,2%,-1%[46 µM]
Cn1cc(S(=O)(=O)N2CCN(c3cccc(C(F)(F)F)c3)CC2)c(=O)n(C)c1=O,7%[38.3 µM],-1%,1%,0%,1.7%,9%[46.1 µM],2%
CCCc1nnc(SCC(=O)N2CCCCC2C)n1CC (configuration not stated),-4%[38.3 µM],-1%,2%,17%,-1.1%,6%[46.1 µM],7%
COC(=O)C1=C(C)NC(C)=C(C(=O)OC)C1C(=O)OCC(=O)c1ccc(F)cc1,0%,-2%,8%,8%,-1.5%,4%,-14%[46 µM]
Cc1c(C(=O)Nc2ccc(-c3nnc4n3CCCCC4)cc2)oc2c1ccc1ccccc12,10%,0%,-12%,9%,0.0%,-23%,u
Cc1nc(N2CCN(c3ccccc3)CC2)c2c3c(sc2n1)CCC3,11%[38.3 µM],-4%,-7%,u,0.0%,-25%[46.1 µM],u
O=C1COC(c2ccccc2)C2CCCCN12 (configuration not stated),-1%,2%,-4%,-23%,-1.0%,7%,u
CCC(=O)NC1Cc2ccccc2C(c2ccccc2)C1 (configuration not stated),4%,x,u,x,3.2%,x,x
Cn1c(CCC(=O)Nc2ccc(N3CCOCC3)cc2)nc(=O)c2ccccc21,11%[38.3 µM],0%,0%,7%,-1.4%,-18%[46.1 µM],8%
O=C(NCCC1=CCCCC1)C(=O)NCC1OCCCN1S(=O)(=O)c1ccc(F)cc1 (configuration not stated),2%,3%,-14%,-6%,-0.1%,4%,16%[46 µM]
COC(=O)c1sccc1-n1cc(C#N)c(=O)n(C)c1=O,x,x,6%,-10%[9.22 µM],1.0%,-12%,17%[46 µM]
O=C(COc1ccccc1)NCC(=O)N/N=C/c1ccco1,-3%,0%,u,-1%,-0.3%,14%,u
Cc1ccccc1NS(=O)(=O)c1ccc(Cl)cc1,18%,-3%,10%,3%[9.22 µM],5.8%,-21%,-1%[46 µM]
CCOC(=O)c1ccccc1NC(=O)CC1SC(=NC)N(C)C1=O (configuration not stated),13%[38.3 µM],-2%,1%,-4%,0.1%,-12%[46.1 µM],2%
Cc1ccc(-n2nnnc2SC(C)C(=O)NCC(=O)Nc2ccc(F)c(F)c2F)c(C)c1 (configuration not stated),4%,4%,5%,-26%,-1.0%,-13%,u
Cc1n[nH]c(=O)nc1NCC1CCCO1 (configuration not stated),-1%,2%,6%,15%,0.0%,-7%[46.1 µM],4%
O=C(NC1CCCc2ccccc21)c1cccc(S(=O)(=O)N2CCOCC2)c1 (configuration not stated),5%,1%,-7%,-5%,-1.4%,-12%,-19%[46 µM]
COC(=O)c1oc2ccccc2c1NC(=O)c1ccccc1O,-7%,1%,-4%,-5%,8.1%,-4%,x
CCOc1cc(C=O)ccc1OCCCN1C(=O)NC(C)(C)C1=O,-7%[38.3 µM],-6%,-1%,-8%,1.3%,-4%[46.1 µM],3%
CSc1ccc(/C=N/NC(=O)c2ccccc2Cl)cc1,7%,0%,1%,22%,2.4%,5%,u
COc1ccc(-n2cc(-c3ccccc3)c3c(N4CCOCC4)ncnc32)cc1,0%,12%,-9%,u,2.0%,-41%,u
CC1=C(C(=O)OC(C)C)C(C2CC=CCC2)NC(=O)N1 (configuration not stated),24%[38.3 µM],-4%,2%,3%,-0.9%,-6%[46.1 µM],1%
CCCc1[nH]n(-c2nc3ccccc3s2)c(=O)c1C=NCC(C)C,54%[activator][38.3 µM],-5%,-5%,u,-2.0%,-18%[46.1 µM],u
C/C(Cn1cnc([N+](=O)[O-])n1)=N\NC(=O)c1ccccc1O,4%,-1%,1%,-5%[9.22 µM],-5.4%,-19%,-8%[46 µM]
COc1ccc(S(=O)(=O)Nc2ccccc2C(=O)NCc2ccco2)cc1Br,-7%[38.3 µM],-3%,-3%,-22%,-0.7%,-27%[46.1 µM],u
Cc1cccc(NC(=O)CSc2nnc(-c3cnccn3)n2Cc2ccco2)c1,5%[38.3 µM],-4%,-7%,-11%,-2.3%,-4%[46.1 µM],-8%
CC1=C(C#N)C(c2cccnc2)C2=C(CC(c3ccc(Cl)cc3)CC2=O)N1 (configuration not stated),49%[activator][38.3 µM],-1%,8%,u,0.0%,u,7%
CC(C)=CCN1CCN(Cc2nc(C(C)C)cs2)CC1CCO (configuration not stated),24%,-1%,u,-9%,-1.9%,-22%,x
CC1=Nc2ccccc2/C1=C\c1nc(-c2ccc(C(F)(F)F)cc2)oc1O,-23%[38.3 µM],-3%,1%,-2%,13µM*,-20%[46.1 µM],u
N#Cc1cc2c(nc1SCc1cccnc1)CCCCC2,1%[38.3 µM],0%,-2%,-8%,-4.0%,-28%[46.1 µM],u
CCOC(=O)c1cnn(-c2cc(Oc3ccccc3)ncn2)c1N,5%[38.3 µM],-3%,-1%,9%,-1.4%,-8%[46.1 µM],-6%
Cc1ccc(C(=O)COC(=O)C(C)N2C(=O)C3C4C=CC(C4)C3C2=O)cc1 (configuration not stated),2%,2%,4%,2%,0.9%,15%,-9%
CCC1=C2CC[C@H]3C(=O)N(c4ccccc4)C(=O)[C@H]3[C@H]2[C@@]2(C)C(=NCc3ccccc3)OC(=O)N2C1=O,-1%,-1%,2%&8%,-10%[9.22 µM],u,-1%,x
CCCC1NC(=S)NC(C)=C1C(C)=O (configuration not stated),-6%,-12%,6%,0%,0.2%,26%,x
CC(C)(C)Nc1c(N)c(=O)oc2ccccc12,3%,1%,2%,-6%,1.2%,-2%[46.1 µM],-7%
CC(=O)Nc1ccc(C(=O)OCC(=O)NC(=O)NC(C)(C)C)cc1,24%[38.3 µM],-3%,2%,6%,0.7%,-7%[46.1 µM],2%
Cc1onc(-c2ccccc2)c1CNC(=O)Nc1cccc(Cl)c1,x,x,12%,-7%[9.22 µM],2.9%,37%,x

# 15 structures from above, arranged by count of non-hydrogen atoms, low to high:
SMILES,IMPase Li cell,KinaseGlo FLuc,CBFb RUNX1 block,HttQ103 aggreg,Epigenetic derep,NPSR antagonist,Lamin A splicing
CCCC1NC(=S)NC(C)=C1C(C)=O (configuration not stated),-6%,-12%,6%,0%,0.2%,26%,x
Cc1n[nH]c(=O)nc1NCC1CCCO1 (configuration not stated),-1%,2%,6%,15%,0.0%,-7%[46.1 µM],4%
O=C1COC(c2ccccc2)C2CCCCN12 (configuration not stated),-1%,2%,-4%,-23%,-1.0%,7%,u
Cc1ccccc1NS(=O)(=O)c1ccc(Cl)cc1,18%,-3%,10%,3%[9.22 µM],5.8%,-21%,-1%[46 µM]
CSc1ccc(/C=N/NC(=O)c2ccccc2Cl)cc1,7%,0%,1%,22%,2.4%,5%,u
CCC(=O)NC1Cc2ccccc2C(c2ccccc2)C1 (configuration not stated),4%,x,u,x,3.2%,x,x
C/C(Cn1cnc([N+](=O)[O-])n1)=N\NC(=O)c1ccccc1O,4%,-1%,1%,-5%[9.22 µM],-5.4%,-19%,-8%[46 µM]
CC(/C=C/c1cccc([N+](=O)[O-])c1)=N\NC(=O)c1ccncc1,-3%,-2%,-13%,-5%,-1.2%,-11%,-13%
CC(=O)Nc1ccc(C(=O)OCC(=O)NC(=O)NC(C)(C)C)cc1,24%[38.3 µM],-3%,2%,6%,0.7%,-7%[46.1 µM],2%
CCOC(=O)Cc1c(C)nc2cc(-c3ccc(C(C)(C)C)cc3)[nH]n2c1=O,21%[38.3 µM],0%,-1%,0%,0.0%,-8%[46.1 µM],-7%
O=C(NC1CCCc2ccccc21)c1cccc(S(=O)(=O)N2CCOCC2)c1 (configuration not stated),5%,1%,-7%,-5%,-1.4%,-12%,-19%[46 µM]
Cn1c(N)c(C(=O)COC(=O)CCCc2nc3ccccc3s2)c(=O)n(C)c1=O,10%,0%,-3%,-5%,-0.2%,2%,-1%[46 µM]
Cc1ccc(-n2nnnc2SC(C)C(=O)NCC(=O)Nc2ccc(F)c(F)c2F)c(C)c1 (configuration not stated),4%,4%,5%,-26%,-1.0%,-13%,u
Cc1c(C(=O)Nc2ccc(-c3nnc4n3CCCCC4)cc2)oc2c1ccc1ccccc12,10%,0%,-12%,9%,0.0%,-23%,u
CCC1=C2CC[C@H]3C(=O)N(c4ccccc4)C(=O)[C@H]3[C@H]2[C@@]2(C)C(=NCc3ccccc3)OC(=O)N2C1=O,-1%,-1%,2%&8%,-10%[9.22 µM],u,-1%,x

# (list continues)
SMILES,IMPase Li cell,KinaseGlo FLuc,CBFb RUNX1 block,HttQ103 aggreg,Epigenetic derep,NPSR antagonist,Lamin A splicing
COc1ccccc1N1CCN(C(=O)COc2cc(C)cc(C)c2)CC1,3%,0%,10%,-14%,0.0%,-21%,x
CCCCC(=O)N(c1ccc(OC)cc1)C1C=CS(=O)(=O)C1 (configuration not stated),8%[38.3 µM],1%,9%,1%,5.5%,0%[46.1 µM],8%
Cc1c(N=C2NN=C(c3ccc(Cl)cc3)CS2)c(=O)n(-c2ccccc2)n1C,4%,3%,-13%,5%,-3.3%,-29%,10%[46 µM]
COC(=O)C1=C(C)N(C2CCCCC2)C(=O)C1,3%[38.3 µM],-6%,0%,-9%,-1.1%,-8%[46.1 µM],0%
COC(=O)c1cc(COC(=O)c2nc3nc(C)cc(C)n3n2)oc1C,-1%,-2%,6%,3%,-0.3%,u,-5%[46 µM]
CC(N)C(O)c1cccc(O)c1 (configuration not stated),8%,-3%,20%,x,1.3%,x,x
O=S(=O)(c1ccc(NC(=S)NCc2ccncc2)cc1)N1CCCCC1,x,x,-1%,-23%[9.22 µM],1.1%,1%,2%[46 µM]
